# D1 allo mod = D1 CRE-luciferase signal change, two-sided – cell-based, HEK293 D1, dopamine EC30, D1 allosteric modulator project, primary screen. dopamine EC30 potentiation; actives deviate in either direction. D(1A) dopamine receptor (Homo sapiens), P21728. B-score at 10 µM. actives 5.9% (n = 58,000);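 active = luminescence count or its row- and column-corrected plate score outside the 99.7% band of the plate's sample wells, on either side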
# M1 agonist = M1 muscarinic receptor agonists, primary screen, CHO-M1 cells, Fluo-4 calcium, agonist mode. Muscarinic acetylcholine receptor M1. Fluo-4 calcium fluorescence; stronger effect = higher value. B-score at 10 µM. actives 3% (n = 64,000);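 active = fluorescence rise, raw or as B-score row- and column-corrected plate score, outside the 99.7% band of its plate's samples, either direction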
# TNAP act DEA = human TNAP enzyme activators, primary screen, biochemical, luminescent, intermediate phosphate acceptor level; purified TNAP, CDP-star luminescence, 100 mM DEA, 30 min; stronger effect = higher value; scale: 0 levamisole-inhibited, 1 vehicle-only enzyme; activation factor at 20 µM; 64,000 tested, under 10 active; AID 813, 2007;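 active = activation factor of at least 2 at 20 µM, relative to controls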
# S1P1 ag pot = S1P1 agonists and agonism potentiators, primary screen, cell-based, primary and confirmation screens, CRE-bla reporter; Sphingosine 1-phosphate receptor 1 (Homo sapiens), P21453; S1P1 CRE-bla cells, forskolin, beta-lactamase FRET, potentiator mode; S1P1 agonist co-added at EC20, 2 nM; 100% = saturating reference agonist, 0% = basal; activation, % at 9.5 µM; actives 0.57% (n = 56,000); AID 449, 2006;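 active = activation above a cutoff set at the mean activation of all tested compounds plus 3 SD, cut at about 54% in these data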;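 note: forskolin at 4 µM as EC80 and the EC20 agonist is SEW2871; 100% = SEW2871 at its EC100 plus forskolin at EC80; some compounds past the cut are filed as inactive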
# Target sequence (P21453 whole entry, looked up): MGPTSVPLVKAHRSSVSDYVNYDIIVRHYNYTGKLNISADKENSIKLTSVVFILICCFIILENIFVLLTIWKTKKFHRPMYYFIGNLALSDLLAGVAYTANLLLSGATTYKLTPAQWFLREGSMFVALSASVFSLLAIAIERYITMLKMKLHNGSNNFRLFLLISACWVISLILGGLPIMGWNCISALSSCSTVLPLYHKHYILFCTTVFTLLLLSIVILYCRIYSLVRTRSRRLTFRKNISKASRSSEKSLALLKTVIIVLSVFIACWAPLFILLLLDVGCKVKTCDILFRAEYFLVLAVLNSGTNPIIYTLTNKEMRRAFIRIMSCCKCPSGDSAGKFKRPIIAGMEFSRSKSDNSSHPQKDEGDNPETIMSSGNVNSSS
# Jurkat viability = cytotoxicity toward Jurkat T cells, primary screen, cytotoxicity control, cell-based, Jurkat E6.1, 60K MLSMR library; actives 1.2% (n = 56,000); AID 463, 2006; Jurkat E6.1 viability, ATP luminescence, 48 h; inhibition, % at 4 µM;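 active = inhibition above the mean inhibition of all tested compounds plus 3 SD, cut at about 28% in these data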
# HEK293 NFkB inh = inhibitors of PMA/ionomycin-induced NF-kB reporter, primary screen, antigen receptor NF-kB inhibitor project, cell-based, HEK-293 luciferase reporter, luminescence; inhibition, % at 3 µM; HEK-293 NF-kB luciferase reporter; AID 465, 2006; actives 0.21% (n = 62,000);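 active = inhibition above the mean of all tested compounds plus 3 SD, cut at about 40% in these data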;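 note: 0% = stimulated DMSO wells and 100% = 10 µM reference inhibitor 5653914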
#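 Material: HEK-293 cells with stable firefly luciferase reporter driven by four HIV NF-kB elements / Also added: PMA plus ionomycin mix as NF-kB-activating stimulus / Compound dosing: 3 µM once, 0.30% DMSO / Times: 1 h pretreatment, 16 h stimulation, 37 °C / Signal: luminescence / Evaluation: per-plate % inhibition versus controls / Benchmarks: DMSO and 10 µM reference inhibitor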
# M1 antag = antagonists of rat M1 muscarinic receptor; actives 3.4% (n = 64,000); Muscarinic acetylcholine receptor M1 (Rattus norvegicus), P08482; B-score at 10 µM; CHO-M1 cells, Fluo-4 calcium, ACh EC80 antagonist mode; stronger effect = lower value;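 active = calcium fluorescence response, raw or row-and-column corrected B-score, differing from the plate sample mean either way at a set confidence level, mostly lower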
# S1P3 agonist = human S1P3 receptor agonists, primary screen, cell-based, primary and confirmation, NFAT-BLA reporter. actives 0.1% (n = 60,000). AID 373, 2006. activation, % at 4.5 µM. S1P3 NFAT-BLA reporter cells, agonism, FRET ratio; relative to 1 µM S1P, basal subtracted;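 active = activation above the screen-wide mean plus 3 SD, cut at about 4.5% in these data, passing the limit was not always enough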; note: some compounds called inactive have numbers as strong as hits
# Target sequence (Q99500 whole entry, looked up): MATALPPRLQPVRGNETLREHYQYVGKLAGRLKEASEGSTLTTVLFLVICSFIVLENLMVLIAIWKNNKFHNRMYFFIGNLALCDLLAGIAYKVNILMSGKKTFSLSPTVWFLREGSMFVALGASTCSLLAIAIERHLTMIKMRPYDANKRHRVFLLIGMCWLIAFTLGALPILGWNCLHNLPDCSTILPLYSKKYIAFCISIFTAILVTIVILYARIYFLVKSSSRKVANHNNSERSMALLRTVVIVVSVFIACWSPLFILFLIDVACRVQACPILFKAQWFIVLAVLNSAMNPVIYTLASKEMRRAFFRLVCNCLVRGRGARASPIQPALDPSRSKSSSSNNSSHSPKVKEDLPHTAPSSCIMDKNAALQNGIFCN
#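 Assay system: stable CHO line with human S1P3, Gα16, NFAT-BLA reporter; Detection: FRET β-lactamase substrate fluorescence, excitation 405 nm, 460/535 nm emission ratio, background-subtracted; Read-out: percent activation versus median 1 µM S1P response, basal-subtracted, per plate; Incubation: cells plated overnight, compound 4 h 37 °C, substrate 2 h RT.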
# E coli RNAP = E. coli RNAP inhibitors, biochemical. AID 559, 2006. DNA-directed RNA polymerase subunit beta (Escherichia coli (strain K12)), P0A8V2. actives 0.2% (n = 62,000). E. coli RNA polymerase, fluorescence transcription assay. inhibition, %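 (tested at 10 µM)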; in the data active = inhibition above about 20%;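 note: 0% = enzyme without compound and 100% = no enzyme blank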
# An asterisk follows results filed as active; x = not tested or not shown.
smiles	D1 allo mod	M1 agonist	TNAP act DEA	S1P1 ag pot	Jurkat viability	HEK293 NFkB inh	M1 antag	S1P3 agonist	E coli RNAP
O=C1c2oc3ccccc3c(=O)c2C(c2ccc(Cl)cc2)N1c1ncccn1 (configuration not stated)	-0.013	-0.03	1	0	-5	4	0.031	-0.9	6
O=C1c2ccccc2C(Nc2ccc3c(c2)OCO3)N1Cc1ccco1 (configuration not stated)	7.6*	0.27	0.9	8	3	10	-1.2	-2.0	3
COc1cccc(C2=NOC(C(=O)N3CCN(Cc4ccccc4)CC3)C2)c1OC (configuration not stated)	0.1	-0.3	0.9	7	-6	4	0.091	1.1	3
O=C(OCn1nnc2ccccc2c1=O)c1cc2ccccc2o1	-0.32	-0.038	0.9	-9	1	20	-0.1	-1.2	6
CCOC(=O)c1nnc2cc(-c3ccc(Br)cc3)nn2c1C	-2.6	-0.63	1	-5	-8	-10	0.18	-1.0	-10
O=C(CSc1nnc(-c2cccs2)o1)OC1CCCCC1	0.56	0.023	1	-15	6	7	0.55	0.1	2
COc1ccc(S(=O)(=O)N2CCC(C(=O)Nc3c(F)cccc3F)CC2)cc1	0.64	0.58	0.8	-15	-6	-1	0.87	-0.3	-13
COc1cccc(-c2nn3c(-c4ccco4)nnc3s2)c1	x	1.3	0.9	-16	x	x	0.6	-1.3	6
O=c1cc(N2CCc3ccccc3C2)[nH]c(=O)n1-c1ccc(Br)cc1	-0.31	-0.73	1	x	x	23	0.09	x	5
O=C(CNC(=O)C12CC3CC(CC(C3)C1)C2)NC1=NCCS1	-0.29	-1.1	1	x	-3	6	0.4	-1.8	-4
O=C(CN1C(=O)CSC1=O)NCc1ccccc1	-0.7	-0.55	0.9	-31	-1	-2	-0.021	-0.3	1
Cc1noc(C)c1S(=O)(=O)N1CCCC(C(=O)NCC2CCCO2)C1 (configuration not stated)	-0.64	0.075	1	-16	-6	13	-0.027	-0.5	-3
CCN(C1CCCCC1)S(=O)(=O)c1ccc(C(=O)O)cc1	0.024	0.6	0.9	6	-2	1	0.72	0.2	4
C=CCSc1nc(C)c(CC=C)c(=O)[nH]1	-0.04	0.33	0.8	-2	x	x	0.053	-4.6	-1
C=CCn1c(SCC(=O)Nc2cccc(C(=O)OC)c2)nnc1C(C)NC(=O)c1cccs1 (configuration not stated)	-0.025	-0.18	0.9	15	0	4	0.18	-1.0	-1
CCC(c1nnnn1C(C)(C)C)N(CCOC)Cc1cc2cccc(C)c2n2nnnc12 (configuration not stated)	1.3	0.24	0.9	-12	-1	8	0.059	0.4	8
CCN(CC)c1ccc(NC(=O)c2[nH]c(C)c(C(C)=O)c2C)c(C)c1	-1.7	-0.12	0.8	21	5	14	-0.04	-1.0	6
CCOC(=O)Cc1nnc2c(Nc3ccccc3F)nc3nonc3n12	-2.5	4.3*	0.8	47	12	24	-0.64	-0.7	11
Cc1cc(C)nc(SCc2nnc(SCC(=O)Nc3ccc(C)c(C)c3)n2Cc2ccco2)n1	0.54	-0.13	1	12	-2	5	-0.012	0.1	17
N=c1n(CCO)c2ccccc2n1CCOc1ccccc1	-1.2	0.045	0.9	-4	-6	20	-0.75	-0.7	6
O=C(NC1=NCCS1)C1COc2ccccc2O1 (configuration not stated)	-5.4*	-0.6	1	15	7	58*	-0.7	0.3	-2
COC(=O)CSc1nnc(CNC(=O)Cc2ccccc2)n1C	0.3	0.23	1	1	6	16	0.24	-0.7	-1
CCOC(=O)N1CCN(S(=O)(=O)c2ccc(Br)s2)CC1	-0.18	-0.13	0.9	0	2	8	-1	-1.1	3
Cc1nn(Cc2ccc(C(=O)N3c4ccc(F)cc4CCC3C)o2)c(C)c1Br (configuration not stated)	0.066	-0.2	0.9	-7	2	6	-2.3	-0.8	6
CC1=Nn2c(nnc2-c2ccccc2Cl)SC1	-0.3	-0.087	1	-9	-8	19	-0.67	-1.2	8
Cc1nc2cc(CO)ccc2s1	0.18	0.59	1	3	-5	18	0.099	-0.2	1
COc1ccc(C2C(C(=O)Nc3cc(C)on3)c3ccccc3C(=O)N2C)cc1OC (configuration not stated)	0.57	0.0094	1	x	x	6	0.79	x	-2
Cc1cc(N2C(=O)C3CC=CCC3C2=O)cc(C)c1Br (configuration not stated)	0.69	1.3	0.9	x	-2	15	-0.14	-0.6	0
c1ccc(Oc2ccc(-n3cnnn3)cc2)cc1	-0.47	1.3	0.9	-3	-6	11	-0.31	-1.0	7
CC1=C(C(=O)Nc2ccc(F)cc2)C(c2ccc(C)o2)C2=C(CC(C)(C)CC2=O)N1 (configuration not stated)	0.045	-0.17	1	x	14	18	0.36	-0.5	-8
O=C(NC1CC1)c1ccc(CS(=O)(=O)c2c(Cl)cccc2Cl)o1	x	-0.061	0.8	-6	0	6	-0.087	-0.1	2
COc1cccc(-n2nnnc2SCC(=O)NCc2ccc3c(c2)OCO3)c1	x	0.15	1	1	-2	22	0.42	0.4	11
O=c1nc2n(c3ccccc13)Cc1ccccc1-2	-0.039	0.23	0.9	-4	-2	16	0.77	-0.9	6
Nc1ccc(-c2nc3c(Cl)c(N)ccc3[nH]2)cc1	-0.84	-1.2	1	-6	4	12	-0.25	-0.2	-20
CS(=O)(=O)c1ccc2nc(NC(=O)CC3CCCC3)sc2c1	1.9	-0.097	0.9	1	2	1	0.74	0.1	-6
COc1ccc(C2C=C(c3ccccc3)Nc3nc(CCCO)nn32)cc1 (configuration not stated)	-0.3	9.3*	0.8	8	1	12	0.059	-0.1	-7
Nc1cc(-c2ccc(Br)cc2)[nH]n1	1.7	0.55	x	14	-1	6	-0.43	-2.0	x
CSc1cccc(NS(=O)(=O)c2cccc3nsnc23)c1	0.25	-0.74	1.1	x	x	12	-0.43	x	2
O=C(COC(=O)c1cc(S(=O)(=O)N2CCOCC2)ccc1O)NCC1CCCO1 (configuration not stated)	-0.42	0.16	1	1	0	12	-0.17	-0.4	2
CCc1cccc(C)c1NC(=O)c1ccoc1C	-0.53	-0.22	0.9	-23	7	16	0.37	-1.9	2

# Some of the entries above, reformatted:
Cc1nn(Cc2ccc(C(=O)N3c4ccc(F)cc4CCC3C)o2)c(C)c1Br (configuration not stated)
  D1 allo mod: 0.066
  M1 agonist: -0.2
  TNAP act DEA: 0.9
  S1P1 ag pot: -7
  Jurkat viability: 2
  HEK293 NFkB inh: 6
  M1 antag: -2.3
  S1P3 agonist: -0.8
  E coli RNAP: 6
O=c1nc2n(c3ccccc13)Cc1ccccc1-2
  D1 allo mod: -0.039
  M1 agonist: 0.23
  TNAP act DEA: 0.9
  S1P1 ag pot: -4
  Jurkat viability: -2
  HEK293 NFkB inh: 16
  M1 antag: 0.77
  S1P3 agonist: -0.9
  E coli RNAP: 6
CCc1cccc(C)c1NC(=O)c1ccoc1C
  D1 allo mod: -0.53
  M1 agonist: -0.22
  TNAP act DEA: 0.9
  S1P1 ag pot: -23
  Jurkat viability: 7
  HEK293 NFkB inh: 16
  M1 antag: 0.37
  S1P3 agonist: -1.9
  E coli RNAP: 2
CC1=Nn2c(nnc2-c2ccccc2Cl)SC1
  D1 allo mod: -0.3
  M1 agonist: -0.087
  TNAP act DEA: 1
  S1P1 ag pot: -9
  Jurkat viability: -8
  HEK293 NFkB inh: 19
  M1 antag: -0.67
  S1P3 agonist: -1.2
  E coli RNAP: 8

# Continuation.
smiles	D1 allo mod	M1 agonist	TNAP act DEA	S1P1 ag pot	Jurkat viability	HEK293 NFkB inh	M1 antag	S1P3 agonist	E coli RNAP
CCC(C)NC(=O)Cn1cc2c(n1)CCC(C)C2 (configuration not stated)	0.97	-0.11	1	-13	0	8	-0.15	-0.5	3
CCC/C(O)=C1\C(=O)CC(C)(C)CC1=Nc1ccc(OC)cc1OC	1.1	2.1	0.9	8	86*	21	-0.36	-1.2	4
CC(=O)c1cccc(NC(=O)CN2C(=O)NC3(CCCCCCC3)C2=O)c1	-0.8	0.022	0.8	-7	-4	8	0.091	-0.4	3
CC(NC(=O)C1CC2CCCC(C1)C2=O)c1ccccc1 (configuration not stated)	1.1	0.21	1	8	-7	-1	0.9	-0.6	11
CC1CCN(CCCNC(=O)c2cc3sccc3n2C)CC1	-0.043	-1.1	0.9	0	-2	19	-0.06	-0.6	3
COc1ccc(C)cc1NC(=O)CCC(=O)Nc1ccc2nc(N3CCN(C)CC3)cc(C)c2c1	0.036	1.2	1	-20	-4	5	-1.8	-1.2	0
O=C(NCc1cccs1)c1cccc(S(=O)(=O)N2CCCCC2)c1	-0.23	-0.71	0.9	-24	0	-3	-0.13	0.1	1
CCN1CCN(c2c(Cl)cccc2NC(=O)c2ccc3c(c2)OCCO3)CC1	-0.38	-0.15	0.8	15	-2	2	-1.9	-0.6	4
CCOC(=O)c1cnn(-c2ncnc3sc(C)c(C)c23)c1N	-0.6	0.48	1	-23	3	18	0.017	-2.0	5
CCOC(=O)c1ccc(NC(=O)N2CCN(Cc3cccc(F)c3)CC2)cc1	x	0.0034	0.9	-3	-1	1	-0.7	-0.7	4
CCOc1ccc(N(CC(=O)Nc2ccc(F)c(F)c2)S(=O)(=O)c2c(C)noc2C)cc1	-0.017	0.38	0.9	42	-2	10	-0.025	-1.5	4
Cc1cc(C)cc(NC(=O)CCN2CC(C)OC(C)C2)c1 (configuration not stated)	0.27	1.6	0.9	1	-9	28	-0.8	-0.9	10
O=C(COC(=O)c1cccnc1)Nc1cccc(Cl)c1	-0.27	-0.6	0.9	-7	9	10	0.032	-0.6	17
Cc1cccc(-n2c(=O)[nH]c3c(C(N)=O)nc(-c4ccccc4Cl)nc32)c1	0.95	-0.32	1	-30	1	21	0.44	0.7	-2
CCCNS(=O)(=O)c1ccc(CCC(=O)N2CCC(C)CC2)cc1	1.3	0.04	1	x	x	6	-2*	x	9
Cc1nc2ccc(S(=O)(=O)NCC(=O)NCCN3CCCCC3C)cc2s1 (configuration not stated)	1.1	-0.029	1	0	2	6	-0.84	-1.2	16
CSc1nc(-c2ccco2)nn1C(=O)c1ccc(C)cc1	-0.96	0.043	0.9	-8	-4	-6	-0.069	-1.1	7
CC(=O)Nc1cccc(OCC(=O)NS(=O)(=O)c2ccc(C)cc2)c1	x	0	1	x	3	12	-1.2	-0.1	7
COc1cc(C(=O)OCc2cc3ccccc3[nH]c2=O)cc(OC)c1OC	1	-0.23	0.9	-28	-5	20	-0.088	0.3	6
Cc1ccc(Cn2c(=O)n(Cc3ccco3)c(=O)c3ccccc32)cc1	12*	0.019	0.9	-6	0	24	1.1	0.0	-1
Cc1cc(NC(=O)c2cc(-c3cccc(Cl)c3)on2)no1	0.4	-0.58	0.9	-7	-11	10	-2.3	-0.1	10
O=C(Nc1ccc2c(c1)OCO2)N1CCN(C(=O)C2CCCO2)CC1 (configuration not stated)	-0.69	x	1	x	11	10	x	-0.9	-8
